Screens from PubChem BioAssay.
PG9 Ab binder: small molecules binding HIV-1 gp120 antibody PG9; TR-FRET gp120-PG9 antibody binding; inhibition, % at 6.7 µM; 360,000 tested, 0.43% active; AID 624416; in the data active = inhibition above about 8.5%
ssDAF-12 act: S. stercoralis DAF-12 activation, primary screen; activation, % at 6.8 µM; 370,000 tested, 1% active; HEK293 ssDAF-12/GRIP1 lit1-tk-luc reporter, luminescence; % of 3 µM dafachronic acid response; AID 652126;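 active = activation above the mean over all tested compounds plus 3 SD, cut at about 0.9% in these data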;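 also: 0% = DMSO-only wells and 100% = 3 µM delta7-dafachronic acid wells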
PLCb3 inh: PLC-beta3 (human) inhibition, primary screen; Q01970; inhibition, % at 12.2 µM; 370,000 tested, 0.18% active; AID 720704; Purified PLC-beta3, fluorogenic substrate, fluorescence; in the data active = inhibition above about 11%;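 also: 0% = median of compound wells on plate and 100% = full blocker control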
Target sequence (Q01970 whole entry, looked up): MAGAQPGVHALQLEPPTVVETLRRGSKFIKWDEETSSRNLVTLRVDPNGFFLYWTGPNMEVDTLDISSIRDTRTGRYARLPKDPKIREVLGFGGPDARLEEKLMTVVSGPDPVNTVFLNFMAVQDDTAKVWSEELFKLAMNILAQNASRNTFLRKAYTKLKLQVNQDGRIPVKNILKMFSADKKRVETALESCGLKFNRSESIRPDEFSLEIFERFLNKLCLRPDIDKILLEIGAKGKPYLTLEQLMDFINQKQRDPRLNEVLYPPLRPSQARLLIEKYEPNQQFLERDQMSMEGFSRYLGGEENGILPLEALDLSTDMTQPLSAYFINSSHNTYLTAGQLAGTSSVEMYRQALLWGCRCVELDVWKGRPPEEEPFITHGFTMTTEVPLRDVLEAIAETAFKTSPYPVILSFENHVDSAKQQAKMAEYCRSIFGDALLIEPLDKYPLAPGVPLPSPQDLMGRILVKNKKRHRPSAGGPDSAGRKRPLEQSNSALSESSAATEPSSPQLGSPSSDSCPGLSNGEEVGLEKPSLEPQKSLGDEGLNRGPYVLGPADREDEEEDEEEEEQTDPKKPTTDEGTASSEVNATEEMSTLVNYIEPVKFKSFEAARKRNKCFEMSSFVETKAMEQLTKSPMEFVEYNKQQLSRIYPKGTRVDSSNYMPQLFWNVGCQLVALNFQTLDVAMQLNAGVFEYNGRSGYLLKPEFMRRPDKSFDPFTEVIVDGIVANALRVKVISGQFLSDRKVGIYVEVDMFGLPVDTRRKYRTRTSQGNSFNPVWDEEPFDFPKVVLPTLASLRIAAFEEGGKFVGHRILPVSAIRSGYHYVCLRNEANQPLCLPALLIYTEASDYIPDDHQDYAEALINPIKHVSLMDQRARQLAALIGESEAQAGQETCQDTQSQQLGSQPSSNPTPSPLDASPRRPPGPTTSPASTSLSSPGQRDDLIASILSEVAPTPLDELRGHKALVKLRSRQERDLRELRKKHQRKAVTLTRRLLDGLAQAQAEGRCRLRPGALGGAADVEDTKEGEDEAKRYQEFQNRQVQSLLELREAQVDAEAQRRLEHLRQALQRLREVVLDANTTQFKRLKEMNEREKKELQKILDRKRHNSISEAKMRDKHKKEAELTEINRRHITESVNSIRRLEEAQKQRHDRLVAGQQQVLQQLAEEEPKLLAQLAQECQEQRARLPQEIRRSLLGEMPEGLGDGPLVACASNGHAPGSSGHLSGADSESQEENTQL
GAA850 FXN act: increases GAA850 frataxin promoter reporter activity; HEK293 lucGAA850 FXN promoter luciferase reporter, 24 h; percent of 10 µM SAHA response; activation, % at 6 µM; 360,000 tested, 0.56% active;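 active = activation above the average of all compounds screened plus 3 SD, cutoff fixed separately per campaign, cut at about 7.5% in these data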;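 also: 0% = DMSO wells and 100% = 10 µM SAHA wells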
hcDAF-12 act: activators of H. contortus DAF-12 nuclear receptor; 370,000 tested, 1.4% active; activation, % at 6.8 µM; HEK293 hcDAF-12 lit1-tk-luc reporter, luminescence; 0% DMSO, 100% Δ7-dafachronic acid; AID 652067;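 active = activation above the mean of all tested compounds plus 3 SD, cut at about 5.5% in these data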;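 also: 100% = response to 3 µM Δ7-dafachronic acid high control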
HGIII-sPLA2 inh: Blocks human group III sPLA2 activity; Q9NZ20; QFRET BODIPY PC-A2 liposome hydrolysis, fluorescence; inhibition, % at 12.2 µM; 370,000 tested, 0.56% active;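 active = inhibition above mean plus 3 SD of compounds lying within the high and low control bounds, cut at about 19% in these data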;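 also: 0% = median of test compound wells and 100% = no enzyme DMSO wells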
DAX1 inh-1: blocks DAX1 repression of SF-1 activated StAR promoter | inhibition, % at 6.8 µM | AID 652010 | HEK293T StAR-luciferase reporter, SF-1/DAX-1 repression relief | 370,000 tested, 1.1% active;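 active = inhibition above the mean over all tested compounds plus 3 SD, cut at about 3.6% in these data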;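 also: 0% = DAX-1 cells with DMSO and 100% = cells lacking DAX-1 with DMSO; higher inhibition means more luminescence from relief of DAX-1 repression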
Rev-erbA mod: Rev-erb alpha (human) modulation; Rev-erbα–FITC-DNA binding, fluorescence polarization, 90 min; activity, % at 10 µM; 370,000 tested, 0.79% active; P20393;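 active = activity above about 14%, limit read from the data; passing the limit was not always enough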;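 also: 0% = DMSO wells with 35 nM protein and 100% = DMSO wells with 750 nM protein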
DAX1 inh-2: inhibitors of human orphan nuclear receptor DAX1 (NR0B1); HEK293 Gal4-DAX1 luciferase reporter, luminescence; inhibition, % at 6.75 µM; 340,000 tested, 0.99% active; AID 504766;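 active = inhibition above the mean over all tested compounds plus 3 SD, cut at about 4.2% in these data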;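 also: 0% = DAX1-transfected cells with DMSO and 100% = empty-vector control cells with DMSO; inhibition shows as a rise in luminescence from relieved DAX1 repression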
hgDAF12 agonist: hgDAF-12 agonism, primary luciferase screen | AID 687014 | HEK293 GAL4-hgDAF12 UAS-luciferase reporter, agonist luminescence; normalized to butyrate control | 370,000 tested, 1.8% active | activation, % at 6.8 µM;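 active = activation above a cutoff set at the mean of all screened compounds plus 3 SD, cut at about 10% in these data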;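 also: 0% = DMSO wells and 100% = sodium butyrate wells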
SMARCA2 act: SMARCA2 function activation, primary screen; MG213 cells, MMTV-luciferase reporter, dexamethasone, overnight; activation, % at 9.1 µM; 370,000 tested, 1% active; AID 652017; in the data active = activation above about 7.8%;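 also: 0% = vehicle wells and 100% = reference activator wells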
Starred values were filed as active, the others as inactive; i = inactive; · = no result given.

SMILES	PG9 Ab binder	ssDAF-12 act	PLCb3 inh	GAA850 FXN act	hcDAF-12 act	HGIII-sPLA2 inh	DAX1 inh-1	Rev-erbA mod	DAX1 inh-2	hgDAF12 agonist	SMARCA2 act
Cc1ccccc1OCC(=O)Nc1ccc2c(c1)n(C)c(=O)n2C	1.0	-2.0	-6	1.6	-2.0	2	0.3	4	-0.3	-3.1	-5
CC(C)NC(=O)C1(C)CCN1C/C=C/c1ccccc1 (centres undefined)	-1.4	-1.1	7	0.5	-0.7	3	-0.3	1	·	-2.2	-3
O=C(CCS(=O)(=O)c1ccc(F)cc1)N1CCOCC1	-0.4	-1.0	-4	3.1	1.6	4	0.7	-3	1.1	3.8	3
O=C(CSc1nc2nn(-c3ccccc3)c(=O)c-2c2n1CCCCC2)c1ccc(OC(F)F)cc1	-2.7	-1.3	-2	-0.9	1.2	-16	-1.5	12	0.7	2.1	4
COC(=O)c1ccc(NC(=S)N2CCN(Cc3ccccc3OC)CC2)cc1	0.7	-0.9	1	2.3	-2.3	-15	-0.5	-4	0.5	-1.0	-3
CCCCC(=O)OCC(=O)Nc1ccc(SC(F)F)cc1	-2.5	-0.6	-2	-1.8	2.4	-6	-0.5	-2	0.1	0.8	1
CCOC(=O)C1=CC[C@@H](c2ccccc2)N(S(=O)(=O)c2ccc(C)cc2)[C@@H]1C#N	0.5	-1.6	-3	·	-1.5	12	0.9	-1	·	-0.8	-2
COc1cccc(C2CC(c3ccccc3Cl)Nc3nc(N)nn32)c1 (centres undefined)	2.1	-1.7	0	4.3	-1.1	12	-0.3	5	1.4	-2.0	-2
Cc1nn(C)cc1C1C2=C(CC(C)(C)CC2=O)OC2=C1C(=O)CC(C)(C)C2	-0.5	0.3	-7	0.3	-1.2	8	-0.1	-2	-0.5	-1.7	-3
Cc1[nH]c2ccccc2c1C(=O)COC(=O)Cn1cnc2ccccc21	-0.2	-1.4	-5	3.0	1.0	-16	-0.2	0	-0.5	-1.5	2
O=C1CC(C(=O)Nc2ccc(Br)cc2)S/C(=N\N=C\c2ccco2)N1 (centres undefined)	-1.2	-0.6	-4	2.5	-0.7	-18	-0.4	-1	-0.5	0.0	1
Cc1ccc(Oc2cc(NN3CCCCC3)c([N+](=O)[O-])cc2[N+](=O)[O-])c(Cl)c1	-0.6	-0.7	-3	-1.0	1.2	5	0.7	0	2.1	1.0	1
CC(=O)Nc1ccc(OCC(O)CN2CCN(c3cc(Cl)ccc3C)CC2)cc1 (centres undefined)	3.6	-1.4	1	-1.7	-3.5	-23	0.0	-1	-0.6	-2.0	-3
COCCn1c(=NC(=O)c2ccc(S(=O)(=O)N3CCc4ccccc4C3)cc2)sc2cc(OC)ccc21	-0.3	-0.7	-10	0.0	-0.6	3	0.7	54*	-1.4	-3.0	-3
COc1ccc(N(C)S(=O)(=O)c2cccc(C(=O)Nc3ccc(N4CCOCC4)cc3)c2)cc1	-0.6	-1.2	-11	-1.0	-2.6	7	-2.9	2	-1.2	-3.0	-1
COc1ccc(C(=O)Nn2c(SCC(=O)c3ccccc3)nc3ccccc3c2=O)cc1	1.2	-1.7	-4	-6.2	2.5	-8	0.7	3	0.9	2.3	0
Cc1cc(Nc2ccc(Br)c(C)c2)n2nc(C)nc2n1	0.7	-1.4	-6	1.9	-2.0	3	-1.2	-5	-1.1	-1.4	-2
COCCn1c(SCC(N)=O)nc2c(c1=O)SC(C)C2 (centres undefined)	0.6	-1.2	0	1.3	-2.4	5	0.9	-2	1.7	1.4	-2
COc1ccc(CCNC(=O)c2ccc3c(c2)ncn3C2CCCCC2)cc1	·	-1.1	0	·	-2.8	-2	-0.8	-5	·	-0.6	0
CC(C)Oc1ccc(C(=O)NC2(C(F)(F)F)N=C3SCCN3C2=O)cc1 (centres undefined)	1.9	-1.3	5	-0.5	1.0	3	0.4	-4	1.1	-0.2	-3
CCOC(=O)c1ccc(NS(=O)(=O)c2c(N)[nH]c(=O)[nH]c2=O)cc1	-1.2	-1.0	0	1.2	-0.5	-1	0.1	3	-0.6	0.9	2
O=C(/C=C/c1cccc([N+](=O)[O-])c1)Nc1ccccc1N1CCOCC1	-1.3	-1.4	3	1.8	-1.1	1	-1.1	4	-0.6	1.0	-1
COCCN=c1scc(C)n1/N=C/C1CC2C=CC1C2 (centres undefined)	0.5	-0.7	0	-1.9	0.0	0	0.2	-5	0.7	-2.4	-2
O=C(NC1(C(F)(F)F)N=C(c2ccccc2)NC1=O)c1ccc(Cl)cc1Cl (centres undefined)	-2.4	-1.6	-6	0.2	-1.4	2	0.0	1	-1.2	-1.4	1
COc1ccccc1N(C)S(=O)(=O)c1ccc(C)c(C(=O)NC(C)c2ccccn2)c1 (centres undefined)	0.6	-1.1	-7	-0.2	-1.5	2	-0.1	3	-1.5	1.3	-3
CNS(=O)(=O)c1cccc(C(=O)NCC(c2ccco2)N(C)C)c1 (centres undefined)	0.4	-0.3	-7	-0.9	-0.8	4	0.0	-4	0.0	1.6	-3
CCOP(=O)(OCC)C(NC(=O)Nc1ccc(Cl)c(Cl)c1)c1ccccc1 (centres undefined)	1.4	-1.3	0	0.7	0.6	-17	-0.8	-4	0.3	-0.5	-1
CC(C)CCOP(=O)(c1ccc(N(C)C)cc1)C(O)c1ccccc1F (centres undefined)	0.8	-1.9	2	-0.9	-0.8	-10	0.5	2	-0.5	-2.7	-3
CC(C)n1nnnc1SCC(=O)N1N=C(c2cccs2)CC1c1cccs1 (centres undefined)	-1.4	0.2	-22	3.7	4.3	-2	0.1	6	1.5	7.3	5
c1coc(-c2nnc3sc(Cc4cccs4)nn23)c1	0.8	-1.4	-10	2.2	-0.4	-11	0.5	-27	0.6	-2.5	-3
CNC(=O)c1ccccc1NC(=O)C1CC(=O)N(c2ccc(OC)cc2)C1 (centres undefined)	1.0	-1.2	-3	0.0	0.2	2	-0.1	3	0.5	-1.1	4
O=C(c1ccco1)N1CCN(Cc2cc(=O)c(OCc3ccc(F)cc3)co2)CC1	1.2	-0.5	-7	-0.6	-2.4	7	1.9	0	-0.5	2.4	-2
Cc1ccccc1-n1nc2c(c1NC(=O)c1ccc3c(c1)OCO3)CS(=O)(=O)C2	-1.2	-0.2	-3	-0.2	0.1	2	-1.7	4	-0.7	-2.1	1
Cc1ccc(-n2nnnc2-c2cnc3ccc(Cl)cc3c2-c2ccccc2)cc1	-0.7	-1.0	4	0.3	-0.6	12	0.6	4	1.4	1.1	-3
CCOc1ccc(NC(=O)c2ccc3c(=O)n4c(nc3c2)CCCCC4)cc1	-2.3	-1.3	2	-1.3	-1.9	1	0.0	1	1.1	2.5	3
COc1cc(/C=N/NC(=O)CC2(C)OCCO2)cc(Br)c1O	-8.8	-0.6	-54	-0.4	-0.1	-4	-0.5	71*	-0.1	-2.6	1

Among those listed so far, three contain bromine.
SMILES	PG9 Ab binder	ssDAF-12 act	PLCb3 inh	GAA850 FXN act	hcDAF-12 act	HGIII-sPLA2 inh	DAX1 inh-1	Rev-erbA mod	DAX1 inh-2	hgDAF12 agonist	SMARCA2 act
O=C1CC(C(=O)Nc2ccc(Br)cc2)S/C(=N\N=C\c2ccco2)N1 (centres undefined)	-1.2	-0.6	-4	2.5	-0.7	-18	-0.4	-1	-0.5	0.0	1
Cc1cc(Nc2ccc(Br)c(C)c2)n2nc(C)nc2n1	0.7	-1.4	-6	1.9	-2.0	3	-1.2	-5	-1.1	-1.4	-2
COc1cc(/C=N/NC(=O)CC2(C)OCCO2)cc(Br)c1O	-8.8	-0.6	-54	-0.4	-0.1	-4	-0.5	71*	-0.1	-2.6	1

Filtered by structure: the entries above containing an NH in an aromatic ring (2)
SMILES	PG9 Ab binder	ssDAF-12 act	PLCb3 inh	GAA850 FXN act	hcDAF-12 act	HGIII-sPLA2 inh	DAX1 inh-1	Rev-erbA mod	DAX1 inh-2	hgDAF12 agonist	SMARCA2 act
Cc1[nH]c2ccccc2c1C(=O)COC(=O)Cn1cnc2ccccc21	-0.2	-1.4	-5	3.0	1.0	-16	-0.2	0	-0.5	-1.5	2
CCOC(=O)c1ccc(NS(=O)(=O)c2c(N)[nH]c(=O)[nH]c2=O)cc1	-1.2	-1.0	0	1.2	-0.5	-1	0.1	3	-0.6	0.9	2

More records:
SMILES	PG9 Ab binder	ssDAF-12 act	PLCb3 inh	GAA850 FXN act	hcDAF-12 act	HGIII-sPLA2 inh	DAX1 inh-1	Rev-erbA mod	DAX1 inh-2	hgDAF12 agonist	SMARCA2 act
NC(=O)[C@@H]1CCCNc2c(I)cc([N+](=O)[O-])cc2C(=O)N[C@@H](Cc2ccccc2)C(=O)N[C@@H](Cc2cnc[nH]2)C(=O)N1	1.1	-0.8	4	1.6	-0.5	-11	0.1	1	1.0	-0.4	1
COc1ccc(NC(C)=O)cc1NC(=O)CSc1nnc(-c2ccccc2)n1N	-2.6	-1.7	0	-4.0	-1.3	1	-0.3	-6	-0.6	2.0	-1
COCc1cc(C)nc2sc(C(=O)Nc3ccccc3Br)c(N)c12	4.3	-1.1	i	4.8	-1.9	-1	-0.4	7	0.1	-0.7	1
O=C(C1CCCO1)N1CCN(S(=O)(=O)c2cc(F)ccc2F)CC1 (centres undefined)	4.0	-1.2	-1	1.4	-2.6	1	-0.6	0	1.2	0.7	-1
O=C(CCCCCCCC(=O)N1CCCCCC1)N1CCCCCC1	0.0	-1.4	1	0.2	-1.6	3	-0.2	2	-0.6	-0.1	-2
CCCc1cc(=O)n2[nH]c(NCc3ccccc3Cl)nc2n1	0.4	-1.2	0	-1.2	-1.6	3	0.4	-2	-0.7	8.4	-1
COc1ccc(NC(=O)C2CC(c3ccccc3Cl)=NO2)cc1 (centres undefined)	-1.5	-0.5	-7	1.5	-0.6	-1	-0.1	6	0.2	1.4	-2
O=C(O)c1c(-c2ccccc2)nnc2ccccc12	-1.3	-1.1	-1	-1.9	1.8	1	0.4	-3	3.1	-0.4	3
C=C(C)C1Cc2c(C)nn(-c3cccc4cccnc34)c2C1 (centres undefined)	0.7	-0.9	-9	-1.0	1.4	-6	0.1	0	0.7	-3.7	-2
O=S1(=O)Cc2cc3ccccc3cc2C1	-1.7	-0.8	-1	2.8	1.5	-2	-0.6	-4	0.3	1.4	1
CC(C)[C@H](NC(=O)N1CCn2c1nc1ccccc12)C(=O)N1CCCCC1	-2.0	-1.3	-3	1.4	-0.7	2	-0.1	2	-0.3	-1.1	-3
CC(C)Cc1cc(C(=O)N2N=C(C(F)F)CC2(O)C(F)F)c2ccccc2n1 (centres undefined)	1.6	-0.5	-1	-2.7	-1.4	1	-1.4	-2	0.2	-0.1	0
Cc1cc(C)[n+](-c2ccc(F)cc2)c2[nH]c(=O)[nH]c(=O)c12	0.0	-0.9	i	-0.3	-0.6	13	0.1	0	3.4	-0.5	-1
O=C(O)C1=C[C@H](c2ccc(Br)cc2)C[C@H](OCc2ccc(CO)cc2)O1	-0.2	-0.8	-2	-1.2	-0.9	0	0.2	-4	2.7	-0.8	0
CCOCCn1c(=O)c2c(nc3n2CCCN3CCc2ccccc2)n(C)c1=O	1.9	-1.6	-9	-0.4	0.3	0	-0.2	-6	-0.5	1.4	-4
